ADAM17 inh: inhibits human ADAM17 | P78536 | recombinant ADAM17, EDANS/DABCYL FRET peptide cleavage | inhibition, % at 6.95 µM | 370,000 compounds, 0.83% hits | AID 720648;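 active means inhibition above the mean of compounds lying between control limits plus 3 SD, set per campaign, cut at about 8.5% in these data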;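 further: 0% = DMSO-only wells as the low control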
FXN GAA850 act: activators of GAA850 frataxin (FXN) promoter. HEK293 lucGAA850 FXN promoter luciferase reporter, 24 h; percent of 10 µM SAHA response. activation, % at 6 µM. 360,000 compounds, 0.56% hits. AID 540364;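 active means activation above the average of all compounds screened plus 3 SD, cutoff fixed separately per campaign, cut at about 7.5% in these data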;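 further: 0% = DMSO wells and 100% = 10 µM SAHA wells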
ssDAF-12 act: activates DAF-12 receptor from parasite S. stercoralis; 370,000 compounds, 1% hits; activation, % at 6.8 µM; HEK293 ssDAF-12/GRIP1 lit1-tk-luc reporter, luminescence; % of 3 µM dafachronic acid response; AID 652126;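 active means activation above the mean over all tested compounds plus 3 SD, cut at about 0.9% in these data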;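 further: 0% = DMSO-only wells and 100% = 3 µM delta7-dafachronic acid wells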
hgDAF12 agonist: activates the H. glycines DAF-12 receptor ligand-binding domain; HEK293 GAL4-hgDAF12 UAS-luciferase reporter, agonist luminescence; normalized to butyrate control; activation, % at 6.8 µM; 370,000 compounds, 1.8% hits;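 active means activation above a cutoff set at the mean of all screened compounds plus 3 SD, cut at about 10% in these data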;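 further: 0% = DMSO wells and 100% = sodium butyrate wells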
DAX1 inh-1: inhibitors of human orphan nuclear receptor DAX1 (NR0B1); HEK293 Gal4-DAX1 luciferase reporter, luminescence; inhibition, % at 6.75 µM; 340,000 compounds, 0.99% hits; AID 504766;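 active means inhibition above the mean over all tested compounds plus 3 SD, cut at about 4.2% in these data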;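 further: 0% = DAX1-transfected cells with DMSO and 100% = empty-vector control cells with DMSO; inhibition shows as a rise in luminescence from relieved DAX1 repression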
hcDAF12 agonist: activates DAF-12 receptor from parasite H. contortus; HEK293 hcDAF-12 lit1-tk-luc reporter, luminescence; 0% DMSO, 100% Δ7-dafachronic acid; activation, % at 6.8 µM; 370,000 compounds, 1.4% hits; AID 652067;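 active means activation above the mean of all tested compounds plus 3 SD, cut at about 5.5% in these data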;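 further: 100% = response to 3 µM Δ7-dafachronic acid high control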
PLCb3 inh: PLC-beta3 (human) inhibition, primary screen; Q01970; AID 720704; Purified PLC-beta3, fluorogenic substrate, fluorescence; 370,000 compounds, 0.18% hits; inhibition, % at 12.2 µM; in the data active means inhibition above about 11%;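 further: 0% = median of compound wells on plate and 100% = full blocker control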
DAX1 inh-2: blocks DAX1 repression of SF-1 activated StAR promoter | HEK293T StAR-luciferase reporter, SF-1/DAX-1 repression relief | inhibition, % at 6.8 µM | 370,000 compounds, 1.1% hits | AID 652010;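 active means inhibition above the mean over all tested compounds plus 3 SD, cut at about 3.6% in these data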;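 further: 0% = DAX-1 cells with DMSO and 100% = cells lacking DAX-1 with DMSO; higher inhibition means more luminescence from relief of DAX-1 repression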
sPLA2-III inh: Inhibits HGIII-sPLA2 liposome hydrolysis, primary screen; inhibition, % at 12.2 µM; 370,000 compounds, 0.56% hits; QFRET BODIPY PC-A2 liposome hydrolysis, fluorescence; Q9NZ20;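 active means inhibition above mean plus 3 SD of compounds lying within the high and low control bounds, cut at about 19% in these data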;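 further: 0% = median of test compound wells and 100% = no enzyme DMSO wells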
Target sequence (Q9NZ20 whole entry, looked up): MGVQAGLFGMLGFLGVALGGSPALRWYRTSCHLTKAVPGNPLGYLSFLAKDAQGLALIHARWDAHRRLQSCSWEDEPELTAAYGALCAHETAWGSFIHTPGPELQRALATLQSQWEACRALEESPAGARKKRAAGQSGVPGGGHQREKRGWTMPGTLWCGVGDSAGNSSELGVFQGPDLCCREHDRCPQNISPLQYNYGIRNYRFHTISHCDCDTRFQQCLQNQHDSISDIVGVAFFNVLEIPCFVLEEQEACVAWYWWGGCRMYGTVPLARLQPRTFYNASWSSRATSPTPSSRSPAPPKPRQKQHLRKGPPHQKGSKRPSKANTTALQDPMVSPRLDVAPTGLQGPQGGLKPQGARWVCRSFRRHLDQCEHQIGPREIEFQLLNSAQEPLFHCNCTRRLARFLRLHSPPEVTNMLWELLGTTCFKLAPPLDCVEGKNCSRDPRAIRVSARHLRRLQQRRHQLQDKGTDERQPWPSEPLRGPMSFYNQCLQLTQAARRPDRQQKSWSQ
PLCg1 inh: PLC-gamma1 (human) inhibition, primary screen; AID 720700; inhibition, % at 12.2 µM; 370,000 compounds, 0.84% hits; purified PLC-gamma1, fluorogenic substrate, fluorescence; P19174; in the data active means inhibition above about 9.5%
ADAM10 inh: ADAM10 inhibition, QFRET primary screen; O14672; recombinant ADAM10, EDANS/DABCYL FRET peptide cleavage, 3 h; inhibition, % at 7 µM; 370,000 compounds, 0.62% hits; AID 720582;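 active means inhibition above a per-campaign cutoff equal to the mean of compounds falling between control-based bounds plus 3 SD, cut at about 20% in these data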;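 further: 0% = DMSO wells while the 100% control is not disclosed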
Target sequence (O14672 214-748 limits assumed): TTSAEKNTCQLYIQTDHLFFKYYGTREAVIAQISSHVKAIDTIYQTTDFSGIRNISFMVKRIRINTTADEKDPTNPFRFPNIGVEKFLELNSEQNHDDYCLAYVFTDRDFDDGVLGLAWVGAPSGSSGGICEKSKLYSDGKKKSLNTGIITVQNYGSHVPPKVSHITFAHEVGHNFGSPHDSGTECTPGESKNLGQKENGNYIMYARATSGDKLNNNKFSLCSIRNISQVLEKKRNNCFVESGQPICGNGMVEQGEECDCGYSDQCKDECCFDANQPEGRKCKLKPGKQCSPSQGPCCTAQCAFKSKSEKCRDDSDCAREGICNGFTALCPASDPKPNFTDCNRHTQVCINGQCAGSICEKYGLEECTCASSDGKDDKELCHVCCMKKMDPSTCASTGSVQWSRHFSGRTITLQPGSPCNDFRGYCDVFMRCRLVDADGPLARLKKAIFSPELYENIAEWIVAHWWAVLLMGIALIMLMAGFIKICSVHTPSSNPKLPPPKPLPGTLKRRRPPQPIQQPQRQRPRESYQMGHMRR
* hit, by the source's call.

COc1cc(OC)c(S(=O)(=O)NC(C)C)cc1C(=O)O was read as ADAM17 inh -2.1, FXN GAA850 act 1.5, ssDAF-12 act -1.1, hgDAF12 agonist 3.3, DAX1 inh-1 0.5, hcDAF12 agonist -0.1, PLCb3 inh -2.0, DAX1 inh-2 0.2, sPLA2-III inh 11.5, PLCg1 inh 0.0 and ADAM10 inh -9.0.
For CCn1c(SCC(=O)Nc2nc(C)cs2)nnc1-c1ccoc1C the results were ADAM17 inh -3.2, FXN GAA850 act -0.7, ssDAF-12 act -1.1, hgDAF12 agonist -2.0, DAX1 inh-1 0.5, hcDAF12 agonist -2.2, PLCb3 inh 1.8, DAX1 inh-2 -0.4, sPLA2-III inh 3.9, PLCg1 inh 2.6 and ADAM10 inh -9.3.
CCN(C(=O)CSc1cccc[n+]1[O-])C1CCCCC1 was read as ADAM17 inh 0.8, FXN GAA850 act 2.2, ssDAF-12 act -1.0, hgDAF12 agonist 2.0, DAX1 inh-1 -0.5, hcDAF12 agonist 0.0, PLCb3 inh -7.8, DAX1 inh-2 0.6, sPLA2-III inh 18.3, PLCg1 inh 8.4 and ADAM10 inh -13.5.
Screening COc1ccc(C(=O)NCc2nnc(SCC(=O)NC3CCCC3)o2)cc1 returned ADAM17 inh 0.1, FXN GAA850 act -1.2, ssDAF-12 act -1.2, hgDAF12 agonist 0.8, DAX1 inh-1 0.7, hcDAF12 agonist -1.0, PLCb3 inh -6.7, DAX1 inh-2 -0.6, sPLA2-III inh 1.7, PLCg1 inh 0.2 and ADAM10 inh -0.1.
CCOc1ccc(-c2cnc3ccccc3n2)cc1 was read as ADAM17 inh -46.5, FXN GAA850 act -3.4, ssDAF-12 act -0.3, hgDAF12 agonist 6.0, DAX1 inh-1 -5.5, hcDAF12 agonist 4.8, PLCb3 inh inactive, DAX1 inh-2 1.8, sPLA2-III inh -2.2, PLCg1 inh inactive and ADAM10 inh -116.0.
Screening CC1CN(C(=O)c2cc3ccccc3cc2O)CC(C)O1 (configuration not stated) returned ADAM17 inh -8.0, FXN GAA850 act 1.1, ssDAF-12 act -0.9, hgDAF12 agonist -0.9, DAX1 inh-1 0.9, hcDAF12 agonist -1.1, PLCb3 inh -67.6, DAX1 inh-2 0.4, sPLA2-III inh 3.1, PLCg1 inh -65.2 and ADAM10 inh -7.9.
`O=C(NC1CCSc2ccccc21)c1cccc(Cl)c1` (configuration not stated) gave ADAM17 inh 3.8, FXN GAA850 act 0.8, ssDAF-12 act -0.5, hgDAF12 agonist -2.2, DAX1 inh-1 -0.4, hcDAF12 agonist -2.0, PLCb3 inh -5.8, DAX1 inh-2 0.7, sPLA2-III inh 3.2, PLCg1 inh -0.6 and ADAM10 inh 3.8.
`COC(=O)C1=C(N)OC2=C(C(=O)CC(C)(C)C2)C1c1cccnc1` (configuration not stated) gave ADAM17 inh -5.4, FXN GAA850 act 2.6, ssDAF-12 act -0.2, hgDAF12 agonist -0.8, DAX1 inh-1 -0.4, hcDAF12 agonist -0.8, PLCb3 inh -3.0, DAX1 inh-2 -0.4, sPLA2-III inh 4.3, PLCg1 inh -0.4 and ADAM10 inh 0.5.
Cc1ccc(NC(=O)c2c(NC(=O)CCC(=O)O)sc3c2CCCCC3)cc1 was read as ADAM17 inh -0.9, FXN GAA850 act -1.1, ssDAF-12 act -0.6, hgDAF12 agonist -3.9, hcDAF12 agonist 2.8, PLCb3 inh -15.0, DAX1 inh-2 -0.2, sPLA2-III inh -0.5, PLCg1 inh -11.7 and ADAM10 inh 4.7.
CCNC(=S)Nc1cccc(S(=O)(=O)Nc2ccccc2OC)c1 was read as ADAM17 inh -5.7, FXN GAA850 act -2.6, ssDAF-12 act -1.8, hgDAF12 agonist 0.3, DAX1 inh-1 -0.1, hcDAF12 agonist -1.0, PLCb3 inh -6.0, DAX1 inh-2 -0.6, sPLA2-III inh 4.2, PLCg1 inh -1.2 and ADAM10 inh -2.9.
For O=C(CNC(=O)c1sc2ccccc2c1Cl)NCc1ccc(F)cc1 the results were ADAM17 inh 0.5, FXN GAA850 act -1.2, ssDAF-12 act -0.9, hgDAF12 agonist -2.3, DAX1 inh-1 -1.3, hcDAF12 agonist -2.2, PLCb3 inh -0.6, DAX1 inh-2 -2.4, sPLA2-III inh 7.3, PLCg1 inh -2.0 and ADAM10 inh -10.9.
`CC1(C)c2ccccc2C(=O)c2ccccc21` gave ADAM17 inh -5.5, FXN GAA850 act 2.3, ssDAF-12 act -1.0, hgDAF12 agonist -1.5, DAX1 inh-1 1.3, hcDAF12 agonist 0.3, PLCb3 inh -0.9, DAX1 inh-2 -0.2, sPLA2-III inh 4.8, PLCg1 inh -2.6 and ADAM10 inh -13.4.
COc1cc(/C=C/C(=O)OCC(=O)NC(=O)NC(C)C)cc(OC)c1OC was read as ADAM17 inh -29.4, FXN GAA850 act 2.1, ssDAF-12 act -1.1, hgDAF12 agonist -1.7, DAX1 inh-1 0.0, hcDAF12 agonist -1.0, PLCb3 inh -90.2, DAX1 inh-2 -0.9, sPLA2-III inh 2.5, PLCg1 inh -71.8 and ADAM10 inh -96.9.
Screening Cc1c(COc2ccc3ccccc3c2)nnn1CC(=O)NS(=O)(=O)c1ccccc1C(F)(F)F returned ADAM17 inh 4.9, FXN GAA850 act 0.5, ssDAF-12 act -1.1, hgDAF12 agonist -1.0, hcDAF12 agonist 0.0, PLCb3 inh -3.4, DAX1 inh-2 0.8, sPLA2-III inh -46.0, PLCg1 inh 4.7 and ADAM10 inh -4.7.
`CN(CC#Cc1ccccc1)C(N)=NC(=O)/C=C/c1ccccc1` gave ADAM17 inh -0.3, ssDAF-12 act -2.2, hgDAF12 agonist -2.5, hcDAF12 agonist -2.4, PLCb3 inh -0.9, DAX1 inh-2 -0.4, sPLA2-III inh -2.3, PLCg1 inh -1.5 and ADAM10 inh 7.0.
Screening COc1cnc(SC(C)C)[nH]c1=O returned ADAM17 inh -2.9, FXN GAA850 act 0.0, ssDAF-12 act -0.8, hgDAF12 agonist -0.1, DAX1 inh-1 0.5, hcDAF12 agonist -0.5, PLCb3 inh -1.7, DAX1 inh-2 -0.4, sPLA2-III inh 2.8, PLCg1 inh -0.6 and ADAM10 inh -5.5.
`CC(C)C(=O)NNC(=O)c1ccccn1` gave ADAM17 inh -4.0, FXN GAA850 act -0.9, ssDAF-12 act -1.1, hgDAF12 agonist 0.1, DAX1 inh-1 1.0, hcDAF12 agonist 1.6, PLCb3 inh 3.8, DAX1 inh-2 0.1, sPLA2-III inh 4.9, PLCg1 inh 3.5 and ADAM10 inh -3.6.
For Cc1ccc(S(=O)(=O)N(C)C)cc1NC(=O)C(C)OC(=O)C1CCC1 (configuration not stated) the results were ADAM17 inh -3.7, FXN GAA850 act -0.4, ssDAF-12 act -1.3, hgDAF12 agonist -0.6, DAX1 inh-1 0.5, hcDAF12 agonist 0.3, PLCb3 inh -5.1, DAX1 inh-2 -1.1, sPLA2-III inh 2.5, PLCg1 inh -1.3 and ADAM10 inh -8.4.
Screening Cc1cccc(C(=O)NC(C(=O)Nc2ccccc2N2CCOCC2)C(C)C)c1 (configuration not stated) returned ADAM17 inh -7.8, FXN GAA850 act -4.3, ssDAF-12 act -1.4, hgDAF12 agonist -2.1, DAX1 inh-1 -0.5, hcDAF12 agonist -0.1, PLCb3 inh -12.5, DAX1 inh-2 -0.7, sPLA2-III inh -2.3, PLCg1 inh 1.8 and ADAM10 inh -5.5.
Screening O=C(CCS(=O)(=O)c1ccc(Br)cc1)Nc1ccc(Br)cc1F returned ADAM17 inh -1.4, FXN GAA850 act 1.8, ssDAF-12 act -1.9, hgDAF12 agonist -1.0, DAX1 inh-1 -1.1, hcDAF12 agonist -1.7, PLCb3 inh -1.0, DAX1 inh-2 0.1, sPLA2-III inh 3.9, PLCg1 inh 1.2 and ADAM10 inh 4.4.
For CCC(c1ccccc1)c1nc(-c2cccnc2)no1 (configuration not stated) the results were ADAM17 inh -0.4, FXN GAA850 act -1.4, ssDAF-12 act 0.3, hgDAF12 agonist 0.1, DAX1 inh-1 0.6, hcDAF12 agonist -0.5, PLCb3 inh 0.6, DAX1 inh-2 -0.5, sPLA2-III inh -1.8, PLCg1 inh 1.1 and ADAM10 inh 0.0.
For C[C@H]1CN([C@@H](C)CO)C(=O)c2cc(Br)cnc2O[C@H]1CN(C)C(=O)c1ccc2c(c1)OCO2 the results were ADAM17 inh 0.6, FXN GAA850 act 1.8, ssDAF-12 act -1.2, hgDAF12 agonist -0.2, DAX1 inh-1 -0.2, hcDAF12 agonist 0.7, PLCb3 inh -2.4, DAX1 inh-2 0.1, sPLA2-III inh 13.1, PLCg1 inh 0.5 and ADAM10 inh -2.6.
`CCN(CC)c1ccc2c(O)cc(=O)oc2c1` gave ADAM17 inh -4.2, FXN GAA850 act 2.4, ssDAF-12 act -1.1, hgDAF12 agonist -0.2, DAX1 inh-1 -0.6, hcDAF12 agonist 0.1, PLCb3 inh -24.4, DAX1 inh-2 -0.8, sPLA2-III inh -5.0, PLCg1 inh -14.4 and ADAM10 inh -24.1.
Screening CCN(CC)S(=O)(=O)c1ccc2c(c1)N(CC(=O)NCCCN1CC(C)CC(C)C1)C(=O)CO2 (configuration not stated) returned ADAM17 inh -0.5, FXN GAA850 act 0.1, ssDAF-12 act -1.0, hgDAF12 agonist 1.2, DAX1 inh-1 0.0, hcDAF12 agonist 0.2, PLCb3 inh -9.6, DAX1 inh-2 -0.4, sPLA2-III inh 7.0, PLCg1 inh 0.6 and ADAM10 inh 0.5.
Screening COc1ccc(OCC(=O)Nc2ccc(N3CCN(C(=O)c4ccco4)CC3)cc2)cc1 returned ADAM17 inh 0.5, FXN GAA850 act 4.1, ssDAF-12 act -0.9, hgDAF12 agonist -4.9, DAX1 inh-1 -0.7, hcDAF12 agonist 0.9, PLCb3 inh -3.7, DAX1 inh-2 -0.4, sPLA2-III inh 3.5, PLCg1 inh 1.5 and ADAM10 inh 8.5.
CCOC(=O)c1c(C)[nH]c(C(=O)CSc2nnnn2-c2ccccc2)c1C was read as ADAM17 inh -2.3, FXN GAA850 act 1.2, ssDAF-12 act -0.8, hgDAF12 agonist 0.9, DAX1 inh-1 -0.6, hcDAF12 agonist 0.8, PLCb3 inh 4.1, DAX1 inh-2 -0.6, sPLA2-III inh -9.9, PLCg1 inh 0.8 and ADAM10 inh -1.4.
c1coc(CN(Cc2cccs2)Cc2nnnn2C2CCCCC2)c1 was read as ADAM17 inh -1.1, FXN GAA850 act 0.2, ssDAF-12 act -1.4, hgDAF12 agonist -2.0, DAX1 inh-1 -0.7, hcDAF12 agonist -1.7, PLCb3 inh -2.3, DAX1 inh-2 0.2, sPLA2-III inh -8.2, PLCg1 inh -0.5 and ADAM10 inh 1.2.
`Cn1cnnc1SCC(=O)Nc1ccc(N2CCOCC2)cc1` gave ADAM17 inh -3.3, FXN GAA850 act -0.8, ssDAF-12 act -1.9, hgDAF12 agonist 4.4, DAX1 inh-1 -0.5, hcDAF12 agonist 1.1, PLCb3 inh -2.0, DAX1 inh-2 -2.1, sPLA2-III inh 7.2, PLCg1 inh 1.5 and ADAM10 inh 8.7.

Source: PubChem (The Scripps Research Institute Molecular Screening Center)
